HCT116 bCat-KO – primary screen for growth suppressors in beta-catenin knockout HCT116 cells (colon tumor, human); HCT116 beta-catenin knockout viability, CellTiter-Glo, 60 h; hits give low values; viability, % at 10 µM; 140,000 tested, 1.5% active;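 active = viability at or under a set limit, the compound median less 4 SD, cut at about 6% in these data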;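 note: 0% = Hyamine 1622 control at 20 µM and 100% = untreated cell control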
E-sel TNF inh – E-selectin induction blockers in HUVEC – imaging, immunofluorescence, high content, primary screen | HUVEC TNFa-induced E-selectin immunofluorescence | inhibition, % at 2 µM | 120,000 tested, 0.71% active | AID 1246, 2008;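 active = inhibition above the batch mean plus 3 SD, and confirmed as a hit on visual image review, cut at about 43% in these data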;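 note: 0% = TNF-stimulated DMSO wells and 100% = unstimulated control wells; not every result past the cut was called active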
MRP-1 activ – H69AR viability gain despite doxorubicin, primary screen, MRP-1 activator project, H69AR cells, CellTiter-Glo; viability rescue; viability increase, % at 10 µM; 140,000 tested, 0.61% active; AID 799, 2007;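 active = viability gain under doxorubicin at or above a set limit, the compound median plus 3 SD, cut at about 4.7% in these data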;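 note: MRP-1 overexpressing cells given doxorubicin 25 µM after compound pretreatment; 18-22 h compound pretreatment then 72 h with doxorubicin before readout; 0% = doxorubicin-only wells and 100% = vehicle-treated cells without doxorubicin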
Measles CPE – compounds protecting cells from measles virus cytopathic effect, primary screen, measles RdRp inhibitor project, single point, MLSMR library, absorbance; Measles virus-infected cells, CPE protection; protection (pct of control), % at 4 µM; 140,000 tested, 1.5% active; AID 841, 2007; in the data active = protection mostly above about 24%, no sharp cut-off; inactive = mostly below about 26%; note: some compounds called inactive have numbers as strong as hits
Phagocyt inh – inhibitors of macrophage phagocytosis, primary screen, imaging, J774A.1 cells, IgG beads | J774A.1 macrophage IgG-bead phagocytosis | inhibition, % at 5 µM | 110,000 tested, 0.07% active;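 active = inhibition above the mean of the plate negative controls plus 5 SD, cut at about 13% in these data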;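 note: phagocytic index as fraction of beads internalized from green versus red external bead signal; plate controls were DMSO negative control for no effect and cytochalasin-D positive control for full effect; some results beyond the cut were filed as inactive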
HCT116 PTEN-null – growth suppression of PTEN-null HCT116, primary screen, cell-based, CellTiter-Glo; HCT116 PTEN-null viability, 60 h; hits give low values; AID 827, 2007; 140,000 tested, 1.2% active; viability, % at 10 µM;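 active = viability at or below a set limit, 4 SD under the median of all tested compounds, cut at about 3.7% in these data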;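 note: PTEN knockout HCT116 line with beta catenin targeted HCT116 as companion control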
Yeast growth inh – growth inhibitors of yeast BB579 in restrictive medium, primary screen, yeast lifespan-shortening project, S. cerevisiae; OD615, 48 h; inhibition, % at 10 µM; 140,000 tested, 0.51% active; AID 804, 2007;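 active = inhibition above a set limit, 3 SD over the mean compound inhibition, cut at about 44% in these data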; note: inactives centre near -24
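System: Saccharomyces cerevisiae DeaD strain BB579, replicative lifespan model yeast | Buffer or medium: Restrictive glucose-based CSMM-D medium | Times: 4 h preincubation and 48 h exposure at 30 °C | Detection: OD615 turbidity measurement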
GALR2 blocker – GALR2 antagonists in receptor-expressing cells, primary screen | inhibition, % at 4 µM | 140,000 tested, 0.39% active | antagonist mode; in the data active = inhibition above about 27%;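 note: cells stimulated with galanin 1-16 at roughly its EC80; 0% = agonist challenge control and 100% = basal control without agonist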
Target sequence (O43603 whole entry, looked up): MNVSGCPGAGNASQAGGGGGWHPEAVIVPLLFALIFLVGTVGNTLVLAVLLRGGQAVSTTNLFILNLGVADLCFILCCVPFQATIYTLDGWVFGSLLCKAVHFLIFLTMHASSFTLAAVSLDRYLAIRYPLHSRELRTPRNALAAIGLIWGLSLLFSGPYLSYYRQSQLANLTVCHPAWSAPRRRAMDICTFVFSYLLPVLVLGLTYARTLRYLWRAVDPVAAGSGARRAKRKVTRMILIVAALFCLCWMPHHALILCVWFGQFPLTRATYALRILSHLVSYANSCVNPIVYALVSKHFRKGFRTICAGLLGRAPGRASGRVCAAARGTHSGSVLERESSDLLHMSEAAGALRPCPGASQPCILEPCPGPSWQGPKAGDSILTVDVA
NPY-Y2 antag – NPY-Y2 receptor antagonists, primary screen, cell-based; AID 793, 2007; inhibition, % at 2.7 µM; NPY-Y2 expressing cells, antagonist mode; 140,000 tested, 0.99% active; Neuropeptide Y receptor type 2 (Homo sapiens), P49146; in the data active = inhibition above about 17%;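 note: 0% = vehicle with agonist challenge and 100% = reference antagonist with challenge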
Target sequence (P49146 whole entry, looked up): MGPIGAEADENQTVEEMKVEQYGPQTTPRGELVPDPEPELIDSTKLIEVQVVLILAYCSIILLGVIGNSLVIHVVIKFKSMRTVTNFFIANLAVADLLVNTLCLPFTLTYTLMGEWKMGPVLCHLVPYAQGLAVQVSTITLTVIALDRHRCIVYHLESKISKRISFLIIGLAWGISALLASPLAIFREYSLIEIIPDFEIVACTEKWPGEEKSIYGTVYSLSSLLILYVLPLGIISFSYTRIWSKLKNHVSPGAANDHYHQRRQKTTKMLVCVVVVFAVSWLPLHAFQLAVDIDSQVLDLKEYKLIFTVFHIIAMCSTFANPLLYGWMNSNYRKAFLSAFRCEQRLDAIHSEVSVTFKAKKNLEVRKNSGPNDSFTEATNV
Yeast lifespan up – compounds extending yeast replicative lifespan, primary screen, S. cerevisiae, OD615; S. cerevisiae growth with nicotinamide; deaD strain in restrictive glucose medium; inhibition of the nicotinamide effect, % at 10 µM; 130,000 tested, 0.68% active;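 active = inhibition above a set limit, placed 3 SD over the median of all compounds, cut at about 26% in these data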;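 note: 0% = nicotinamide-treated wells and 100% = cells grown without nicotinamide; some compounds called inactive have numbers as strong as hits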
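Test system: DeaD-strain S. cerevisiae / Buffer or medium: restrictive glucose medium / Also added: nicotinamide 1.5 mM / Doses: one concentration, 10 µM, DMSO 0.25% / Schedule: 48 h at 30 °C / Signal: OD615 measurement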
* hit, by the source's call; nt = no result given.

structure	HCT116 bCat-KO	E-sel TNF inh	MRP-1 activ	Measles CPE	Phagocyt inh	HCT116 PTEN-null	Yeast growth inh	GALR2 blocker	NPY-Y2 antag	Yeast lifespan up
Cc1nn(CC(=O)NCc2ccccc2Cl)c(C)c1[N+](=O)[O-]	98	-45	-3.9	4	0	98	-22	-5	2	-22
Cc1cc(F)ccc1NCC(=O)Nc1ccc(Br)cc1C	83	nt	-1.5	40	-10	85	-23	2	0	-6
Cc1cccc(C(=O)Nc2scc(CC(C)C)c2C(=O)O)c1	101	-6	1.4	7	-5	105	-8	2	2	2
Cc1ccc(-c2ccc(=O)n(CC(=O)NCCCN3CCCCC3)n2)cc1	95	-8	-1.3	12	nt	96	-16	4	7	-5
COC(=O)C/C=C/[C@@H](C)[C@@H](/C=N/O[C@@H](C)c1cn([C@H](CO)Cc2ccccc2)nn1)NS(=O)(=O)c1ccc(C)cc1	112	11	-2.8	14	nt	108	-1	7	1	2
O=[N+]([O-])c1ccc(-c2cnc(SC(c3ccccc3)c3ccccc3)[nH]2)cc1	3.9*	-6	-5.6	7	-11	23	-34	-1	-2	-2
Cc1nn(C)cc1/C=N/NC(=S)Nc1ccc(Cl)cc1Cl	97	-20	-2.6	5	3	84	-47	9	-1	-5
Cc1ccc2c(C(=O)CN3CCSCC3)c(C)[nH]c2c1	99	20	-0.9	3	2	105	-75	-6	1	-3
Cc1onc(-c2ccccc2Cl)c1C(=O)N1CCCCC1C(=O)O (configuration not stated)	102	nt	-0.7	14	0	104	-40	1	1	-13
O=C(NCc1cccc(C(F)(F)F)c1)c1cccc(Cl)c1Cl	82	nt	0.0	13	-3	81	-10	9	4	5
CC(C)CCNC(=O)CO/N=C/c1ccccc1OC(F)F	95	nt	-0.6	22	-6	96	-16	-8	2	-6
CCN1CCN(C(=O)c2cc3sccc3n2CC(=O)c2ccccc2)CC1	97	-11	-1.9	7	-1	89	9	1	6	-10

Quoted from the listing:
Cc1nn(C)cc1/C=N/NC(=S)Nc1ccc(Cl)cc1Cl – Measles CPE = 5
O=[N+]([O-])c1ccc(-c2cnc(SC(c3ccccc3)c3ccccc3)[nH]2)cc1 – Phagocyt inh = -11

Further structures:
structure	HCT116 bCat-KO	E-sel TNF inh	MRP-1 activ	Measles CPE	Phagocyt inh	HCT116 PTEN-null	Yeast growth inh	GALR2 blocker	NPY-Y2 antag	Yeast lifespan up
CCN(CC)c1ccc([N+](=O)[O-])cc1/C=N/NC(=O)CC#N	93	6	1.6	1	-1	98	-36	-9	5	4
COc1ccc(Cc2nc3ccc(S(=O)(=O)N4CCOCC4)cc3[nH]2)cc1OC	84	21	-0.9	5	nt	86	-41	8	-1	-3
O=C(NN1c2ccccc2CCc2ccccc21)c1ccccc1Br	70	-43	-1.7	3	-3	68	-21	3	4	-4
O=C(CN1C(=O)c2cccc3cccc1c23)N1CCN(Cc2ccc3c(c2)OCO3)CC1	84	-9	-1.1	2	nt	76	-31	13	0	nt
CCOC(=O)N1CCC(N2C(=O)c3ccccc3C2Nc2ccc3c(c2)OCCO3)CC1 (configuration not stated)	85	-7	-1.4	10	nt	98	1	-3	-1	-3
CCOC(=O)Nc1ccc(S(=O)(=O)Nc2cc(C)nc(C)n2)cc1	108	18	0.1	2	-2	88	-67	-17	1	-4
O=C(CSc1nccc(-c2ccc(Br)cc2)n1)NCCc1ccccc1	91	nt	-0.2	19	-1	97	-42	0	6	-1
O=C(Nn1c(SCc2ccc(F)cc2)nc2ccsc2c1=O)c1ccccc1	84	nt	-2.0	6	nt	88	-35	-6	0	22
COC(=O)c1ccccc1NC(=O)CN(C)S(=O)(=O)c1ccc(OC)cc1	92	5	-1.7	6	0	98	-29	-11	3	-7
CCOC(=O)c1sc(NC(=O)c2ccc(S(=O)(=O)N3CCOCC3)cc2)nc1-c1ccccc1	79	-2	-1.0	12	-9	74	-7	-5	2	4
CCCCN(C(=O)NC(=O)Nc1cccc(C)c1C)S(C)(=O)=O	93	nt	-0.7	7	0	94	-37	2	3	-11
CCCC(=O)Nc1cccc2c1CCCC2	91	-28	-0.1	6	0	105	-39	4	3	-13

Some of the entries so far, field by field:
CCOC(=O)N1CCC(N2C(=O)c3ccccc3C2Nc2ccc3c(c2)OCCO3)CC1 (configuration not stated)
  HCT116 bCat-KO = 85 | E-sel TNF inh = -7 | MRP-1 activ = -1.4 | Measles CPE = 10 | Phagocyt inh = nt | HCT116 PTEN-null = 98 | Yeast growth inh = 1 | GALR2 blocker = -3 | NPY-Y2 antag = -1 | Yeast lifespan up = -3

CCOC(=O)Nc1ccc(S(=O)(=O)Nc2cc(C)nc(C)n2)cc1
  HCT116 bCat-KO = 108 | E-sel TNF inh = 18 | MRP-1 activ = 0.1 | Measles CPE = 2 | Phagocyt inh = -2 | HCT116 PTEN-null = 88 | Yeast growth inh = -67 | GALR2 blocker = -17 | NPY-Y2 antag = 1 | Yeast lifespan up = -4

O=C(CSc1nccc(-c2ccc(Br)cc2)n1)NCCc1ccccc1
  HCT116 bCat-KO = 91 | E-sel TNF inh = nt | MRP-1 activ = -0.2 | Measles CPE = 19 | Phagocyt inh = -1 | HCT116 PTEN-null = 97 | Yeast growth inh = -42 | GALR2 blocker = 0 | NPY-Y2 antag = 6 | Yeast lifespan up = -1

O=C(Nn1c(SCc2ccc(F)cc2)nc2ccsc2c1=O)c1ccccc1
  HCT116 bCat-KO = 84 | E-sel TNF inh = nt | MRP-1 activ = -2.0 | Measles CPE = 6 | Phagocyt inh = nt | HCT116 PTEN-null = 88 | Yeast growth inh = -35 | GALR2 blocker = -6 | NPY-Y2 antag = 0 | Yeast lifespan up = 22

(listing goes on)
structure	HCT116 bCat-KO	E-sel TNF inh	MRP-1 activ	Measles CPE	Phagocyt inh	HCT116 PTEN-null	Yeast growth inh	GALR2 blocker	NPY-Y2 antag	Yeast lifespan up
COCCNC(=O)/C=C/c1c(Cl)cccc1Cl	94	-15	-2.1	18	-2	95	-9	1	2	-7
O=c1[nH]c2c(s1)C(c1ccccc1)C1C3CCC(C3)C1S2 (configuration not stated)	76	-4	-1.1	10	1	76	-42	-6	4	-5
CCOC(=O)c1sc(N)nc1C(C)(C)C	71	-5	-2.6	2	1	78	-10	13	3	-34
Cc1nc(NCCc2ccccc2)c2oc3ccccc3c2n1	59	14	-0.2	8	-2	61	-76	11	16	-17
CCN(CCCNC(=O)C1CCC(=O)N1Cc1ccc(C)cc1)c1cccc(C)c1 (configuration not stated)	83	nt	-2.4	8	nt	79	-22	6	0	-6
O=C(CCN1C(=O)/C(=C/c2ccc(F)cc2)SC1=S)NNC(=O)c1cccnc1	85	-11	3.5	8	-12	87	-27	-16	0	-2
O=C(c1cccc(F)c1)N1CCc2ccccc2C1	98	3	1.0	21	0	90	-6	-3	4	-5
CCOc1ccc(CNC(=O)c2cc3oc4ccccc4c3n2C)cc1	90	12	2.6	89*	nt	79	6	-6	5	-11
COc1cc(OC)c(-c2cc(C(=O)O)ccc2OC)c(OC)c1	95	nt	-1.4	3	-4	101	-34	11	-1	5
CC1CCC/C(=N\Nc2ccc(Cl)c(C(=O)O)c2)C1 (configuration not stated)	99	nt	-0.7	30	5	98	-11	14	1	-3
C=CCNC(=O)c1cnc2n(c1=O)CCS2	91	-17	-1.4	3	nt	112	-15	7	0	-5
CCOC(=O)CSc1nc2sc3c(c2c(=O)n1C1CCCCC1)CCN(C)C3	79	-39	-3.2	4	nt	87	11	2	4	nt

Additional structures
| structure | HCT116 bCat-KO | E-sel TNF inh | MRP-1 activ | Measles CPE | Phagocyt inh | HCT116 PTEN-null | Yeast growth inh | GALR2 blocker | NPY-Y2 antag | Yeast lifespan up |
| --- | --- | --- | --- | --- | --- | --- | --- | --- | --- | --- |
| Cc1cc(=O)oc2cc(OCC(=O)NCc3ccco3)ccc12 | 90 | -20 | -1.2 | 22 | nt | 88 | -31 | 3 | 0 | nt |
| Cc1ccc(C(=O)NC(NC(=O)c2ccc(C)cc2)c2cccc([N+](=O)[O-])c2)cc1 | 92 | 5 | -0.2 | 4 | -10 | 86 | -19 | 0 | -1 | -3 |
| Cc1ccc(C2c3c(-c4ccccc4O)n[nH]c3C(=O)N2Cc2ccncc2)cc1 (configuration not stated) | 25 | nt | -2.0 | 3 | -1 | 21 | -53 | 3 | 8 | -2 |
| O=C(CSC1=NS(=O)(=O)c2ccccc21)Nc1ccccc1 | 89 | nt | 0.7 | 6 | 1 | 104 | 73* | 10 | -3 | -11 |
| CCn1c(SCC(=O)NCc2ccco2)nc2cccnc21 | 94 | -15 | -2.8 | 2 | 0 | 87 | 7 | -8 | 2 | -1 |
| COC(=O)c1ccc(N=NN2CCOCC2)cc1 | 97 | nt | 2.0 | 20 | nt | 103 | -21 | -4 | 4 | -4 |
| CN(C)c1nc(OCCOC(=O)c2ccccc2)nc(N(C)C)n1 | 105 | -25 | 0.7 | 7 | -4 | 91 | -8 | 3 | 1 | -8 |
| CC(C)n1cc(C(=O)c2cc(Br)ccc2O)cc(C#N)c1=O | 97 | 12 | -3.2 | 15 | 0 | 87 | -15 | 5 | -1 | 3 |
| CC(Nc1ncnc2nc[nH]c12)c1ccccc1 (configuration not stated) | 73 | 8 | -1.8 | 13 | 0 | 76 | -11 | 5 | 5 | -9 |
| CCOc1ccc(NS(=O)(=O)N(C)C)cc1 | 91 | -5 | 0.7 | 5 | 0 | 92 | -17 | 8 | 1 | -17 |
| CCCCC(CCC(=O)NNC(=O)Cc1ccccc1)C(=O)O (configuration not stated) | 94 | nt | -2.6 | 4 | -5 | 93 | -4 | -12 | 3 | 3 |
| COc1ccc(NC(=O)Cn2nnc(C(=O)NCc3cccc(OC)c3)c2N)cc1 | 96 | nt | -1.6 | 15 | nt | 92 | -41 | -1 | -3 | -18 |
| COCCNC(=O)CCc1nc(-c2ccccc2)no1 | 96 | 7 | -0.2 | nt | -1 | 87 | -16 | -2 | 2 | -8 |

Assay outcomes as filed in PubChem BioAssay.

Hits appear at their usual frequency; about 6.4% have a hit in one of these screens.
